Source: PubChem BioAssay
EPAC1 ag: EPAC1 (human) agonism | O95398 | EPAC1 agonist qHTS, biochemical assay; response scale: 100% = response to 6.5 mM cAMP | Potency, µM (doses to about 154 µM), without a hit: at the highest dose activation, usual class: activators | actives 0.073% (n = 360,000); note: potency is the fitted concentration of half-maximal effect; nearly all actives have a fitted effect of over 60% in size
Target sequence (O95398 whole entry, looked up): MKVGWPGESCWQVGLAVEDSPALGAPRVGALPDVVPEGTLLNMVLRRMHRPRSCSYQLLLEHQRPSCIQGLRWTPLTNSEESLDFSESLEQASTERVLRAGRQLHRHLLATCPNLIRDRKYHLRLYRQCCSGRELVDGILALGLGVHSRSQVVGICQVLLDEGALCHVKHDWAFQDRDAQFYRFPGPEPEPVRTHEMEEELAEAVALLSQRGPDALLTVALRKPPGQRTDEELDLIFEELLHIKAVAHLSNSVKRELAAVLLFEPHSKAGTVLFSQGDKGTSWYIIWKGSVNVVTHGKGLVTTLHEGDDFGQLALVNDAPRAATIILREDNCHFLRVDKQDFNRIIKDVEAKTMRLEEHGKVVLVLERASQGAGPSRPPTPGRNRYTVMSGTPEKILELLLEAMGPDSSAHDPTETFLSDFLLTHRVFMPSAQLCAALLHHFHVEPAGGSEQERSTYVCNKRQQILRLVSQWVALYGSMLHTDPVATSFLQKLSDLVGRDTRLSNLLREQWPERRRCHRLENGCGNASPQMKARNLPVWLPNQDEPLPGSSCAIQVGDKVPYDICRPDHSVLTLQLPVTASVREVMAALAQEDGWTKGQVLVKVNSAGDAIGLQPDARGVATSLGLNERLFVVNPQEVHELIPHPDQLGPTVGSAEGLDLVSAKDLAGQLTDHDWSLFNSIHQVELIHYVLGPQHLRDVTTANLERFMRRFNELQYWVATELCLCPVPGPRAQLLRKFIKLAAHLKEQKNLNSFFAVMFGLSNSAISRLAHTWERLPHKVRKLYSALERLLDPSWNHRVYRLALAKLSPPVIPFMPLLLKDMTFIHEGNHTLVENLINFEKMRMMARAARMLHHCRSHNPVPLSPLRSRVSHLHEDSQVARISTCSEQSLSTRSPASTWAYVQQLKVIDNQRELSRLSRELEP
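Normalized to 6.5 mM cAMP, activity reflects EPAC1-catalysed release of BODIPY-GDP from Rap1B, followed kinetically over 30 min at 480 nm excitation, 540 nm emission. Reaction contained 100 nM EPAC1, 250 nM Rap1B-BODIPY-GDP, 50 uM GDP.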
PTHR1 ag: activates the human parathyroid hormone receptor PTHR1; HEK293 GP2 PTHR1 cells, GloSensor cAMP luminescence, 1 h; AID 743266; actives 0.075% (n = 410,000); Potency, µM (titrated, usually from 115 µM), for the others: at the top dose activation, most hits filed as activators; Q03431; note: potency is the fitted concentration of half-maximal effect; nearly all actives have a fitted effect of over 55% in size; some results filed as inactive show a strong effect at the top dose; inactives centre near -15; many of its hits are not listed in these tables
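HEK-293-derived GP2 cells expressing PTHR1 and a GloSensor cAMP reporter, 3,000/well, plated overnight, given luciferin plus IBMX (each 0.5 mM as added) for 1 h at 37 °C, then compound for 1 h at 37 °C. Luminescence was read after 15 min at room temperature.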
PLK1 PBD inh: inhibitors of human PLK1 polo-box domain binding | P53350 | Plk1 PBD binding of FITC phosphopeptide, fluorescence polarization | actives 2.8% (n = 360,000) | AID 720504 | Potency, µM, for the others: max response, negative = inhibition, usual class: inhibitors; note: potency is the fitted concentration of half-maximal effect; series mostly up to about 57 µM; % is set by controls: 0 for no effect and ±100 for the full control effect; nearly all actives have a fitted effect of over 65% in size
HEK293 tox: cytotoxic in the GLP-1 receptor inverse agonist counter-screen; HEK293 cAMP-luciferase reporter cells, luminescence, 24 h; actives 0.13% (n = 410,000); Potency, µM (doses to about 38.3 µM), inactives show at the top dose activity change, negative = inhibition, usual class: inhibitors; AID 624418;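 note: loss of luciferase light is scored as toxicity; potency is the fitted concentration of half-maximal effect; % is set by controls: 0 for no effect and ±100 for the full control effect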
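Step one: seed cells (200 cells/uL, DMEM with 10% Nu serum, 1% pen-strep). Step two: 12-hour incubation at 37 deg C. Step three: pin 23 nL compound, incubate 24 hr. Step four: add luciferase reagent, read luminescence 12 min later.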
PI5P4K alpha inh: inhibitors of human PI5P4K alpha; PI5P4Kalpha enzyme, ADP-Glo luminescence, 60 min; active compounds read low; max response, %; actives 1.2% (n = 330,000); AID 652105; active = max response of -50% or lower; inconclusive = between -30% and -50%; inactive = -30% or higher; note: value at the top dose of about 77 µM; % is set by controls: 0 for no effect and ±100 for the full control effect
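Quantitative HTS of the MLSMR library against PI5P4Kalpha with substrate. ATP added last at 5 microM final; room temperature, 60 minutes. Remaining ATP depleted, ADP converted and read as luminescence.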
IL2 activator: activators of IL-2; activation, % (series mostly up to about 46 µM); IL-2 activation reporter assay, cell-based qHTS; stimulated with anti-CD3/CD4/CD28 beads; in transgenic mouse T cells; AID 652025; actives 0.065% (n = 360,000); in the data active = activation above about 50%; inconclusive = mostly about 30% to 49%; note: 0% is about no effect
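Quantitative HTS in unstimulated transgenic mouse T cells, with memory T cells as non-tolerant control and PMA/ionomycin as tolerance-bypass control. Compound pretreatment lasted 60 minutes before 18 h bead stimulation; EGFP/DsRed fluorescence read.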
GLP-1R inv ag: acts as inverse agonist at human GLP-1 receptor; Potency, µM (series often up to 38.3 µM), without a hit: top-dose activity change, negative = inhibition, most hits filed as inhibitors; AID 624417; HEK293 GLP-1R CRE-luciferase, luminescence, 24 h; GLP-1R form is constitutively active; actives 1.6% (n = 410,000); P43220; note: potency is the fitted concentration of half-maximal effect; % is set by controls: 0 for no effect and ±100 for the full control effect; nearly all actives have a fitted effect of over 55% in size
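Inverse agonism was detected as reduced cAMP-driven luciferase luminescence after 24 h compound treatment. The cells were HEK293 clones expressing constitutively active human GLP-1R with the reporter. Reporter-only and GPR119 cell lines served as counterscreen controls.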
EPAC1 antag: EPAC1 (human) antagonism | AID 720709 | EPAC1 GEF assay, Rap1b-BODIPY-GDP exchange fluorescence | actives 0.14% (n = 360,000) | Potency, µM (highest dose often 115 µM), without a hit: at the highest dose activity change, negative = inhibition, hits mostly inhibitors | O95398;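 note: potency is the fitted concentration of half-maximal effect; plate controls were vehicle for no effect and positive control for full effect; nearly all actives have a fitted effect of over 50% in size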
GLP-1R agonist: agonists of human GLP-1 receptor; Potency, µM (doses to about 45.6 µM), for the others: top-dose activation, hits mostly activators; actives 0.007% (n = 380,000); AID 624172; P43220; HEK293 GLP-1R CRE-luciferase, luminescence, 4-6 h; cells express a hypersensitive GLP-1R form; note: potency is the fitted concentration of half-maximal effect; % of control where 0% means no effect
* hit, by the source's call; i = inactive; ? = inconclusive; . = not tested or not shown; [ ] = another dose, or the depositor's remark. Unless noted, calls come from the whole dose curve; as a rule, active = well fitted curve in the direction sought with a large enough effect; inconclusive = small, poorly fitted or top-dose-only effect, or another doubt; inactive = no such curve, though single readings can be large; an effect the other way counts as inactive or inconclusive. An excerpt. The share of hits here may be higher or lower than overall.

SMILES	EPAC1 ag	PTHR1 ag	PLK1 PBD inh	HEK293 tox	PI5P4K alpha inh	IL2 activator	GLP-1R inv ag	EPAC1 antag	GLP-1R agonist
Cc1ccc(S(=O)(=O)NCc2ccccc2)cc1C(=O)NCCc1ccc(S(N)(=O)=O)cc1	2%	-48%[inhibitor]	4%	0%	-1	0.1	15%	11%	1%
NNC(=O)CSc1nnc(-c2ccccc2)n1-c1ccccc1	6%	i	-5%	0%	-7	-0.9	?	-21%	2%
CCN=c1sc(C(=O)OC)cc(=O)n1CC	10%	i	-11%	2%	1	1.5	-2%	3%	5%
O=c1[nH]nc(Br)c(=O)n1C(c1ccccc1)c1ccccc1	9%	-29%	-2%	-2%	1	-4.9	?	-7%	19%
O=C(CN1CCN(c2ccccc2O)CC1)Nc1ccc(S(=O)(=O)N2CCCCCC2)cc1	18%	-23%	-2%	-19%	3	-4.6	?	?	4%
CC1CCCCN1CC(=O)Nc1cc(S(=O)(=O)N2CCOCC2)ccc1N1CCCC1 (stereo not given)	3%	i	1%	6%	-12	1.3	-5%	2%	6%
Cc1ccc(NC(=O)C2CCN(S(=O)(=O)c3cccs3)CC2)cc1C	-7%	-9%[57.5 µM]	-11%	3%	-1	-0.6	8.9µM*	-22%	-9%
CCCn1c(N)c(C(=O)CN2CCN(S(=O)(=O)c3cccc(Cl)c3)CC2)c(=O)[nH]c1=O	-13%	-30%[inhibitor]	0%	-6%	-4	-0.3	-4%	19%	-7%
Cc1nc(SCC(=O)NC2CCS(=O)(=O)C2)c2c3c(sc2n1)CCCC3 (stereo not given)	6%	i	-20%	17%	9	-1.1	-4%	7%	1%
CCOC(=O)C1CCN(c2c(NCCCN(CC)Cc3ccccc3)c(=O)c2=O)CC1	7%	13%	-7%	-24%	.	-2.4	-5%	0%	6%
COc1ccc(NC(=O)CCN2CCCC(C)C2)cc1 (stereo not given)	8%	-3%[57.5 µM]	3%	-11%	1	-2.4	0%	-1%	-3%
CC(=O)c1sc(N/N=C\c2ccc(C)cc2)nc1C	1%	-21%	15%	-5%	-4	-4.4	27%	8%	1%
O=C(N/N=C\C=C\c1ccc2c(c1)OCO2)c1cccnc1	1%	-16%	-2%	2%	7	-0.2	10%	-12%	0%
CCOc1ccc(NC(=O)CCN2C(=O)C3CCCCC3C2=O)cc1OCC (stereo not given)	-3%	-4%	-1%	7%	6	-0.7	3%	12%	3%
COc1ccc(CC(=O)OCC(=O)NCc2ccccc2Cl)cc1	-2%	-4%	-2%	5%	0	0.7	1%	-20%	5%

Three entries from above, arranged by molar mass, ascending.
SMILES	EPAC1 ag	PTHR1 ag	PLK1 PBD inh	HEK293 tox	PI5P4K alpha inh	IL2 activator	GLP-1R inv ag	EPAC1 antag	GLP-1R agonist
CCN=c1sc(C(=O)OC)cc(=O)n1CC	10%	i	-11%	2%	1	1.5	-2%	3%	5%
NNC(=O)CSc1nnc(-c2ccccc2)n1-c1ccccc1	6%	i	-5%	0%	-7	-0.9	?	-21%	2%
Cc1nc(SCC(=O)NC2CCS(=O)(=O)C2)c2c3c(sc2n1)CCCC3 (stereo not given)	6%	i	-20%	17%	9	-1.1	-4%	7%	1%

3 compounds already listed, sorted by the value under PTHR1 ag, low to high:
SMILES | PTHR1 ag
O=c1[nH]nc(Br)c(=O)n1C(c1ccccc1)c1ccccc1 | -29%
O=C(N/N=C\C=C\c1ccc2c(c1)OCO2)c1cccnc1 | -16%
CCOc1ccc(NC(=O)CCN2C(=O)C3CCCCC3C2=O)cc1OCC (stereo not given) | -4%

New compounds follow.
SMILES	EPAC1 ag	PTHR1 ag	PLK1 PBD inh	HEK293 tox	PI5P4K alpha inh	IL2 activator	GLP-1R inv ag	EPAC1 antag	GLP-1R agonist
COCCn1c(=O)[nH]c(=O)c2c1nc(-c1ccc(-c3ccc(Cl)cc3[N+](=O)[O-])o1)n2Cc1ccccc1	-4%	-11%	-13%	29%	?	0.2	9%	-11%	10%
CCOc1ccccc1NC(=O)CSc1ccc2nnc(-c3cccnc3)n2n1	1%	i	-6%	2%	-1	1.1	23%	-2%	6%
O=C(O)CCCC(=O)Nc1ccccc1Br	9%	i	-3%	-1%	-5	0.0	3%	-8%	-16%
O=C(CCCc1ccccc1)Nc1ccnn1C1CCN(Cc2ccc(CO)o2)CC1	12%	6%	-14%	-5%	5	-4.1	-16%	?	7%
Cc1cc(C)n(C(=O)/C(C#N)=N/Nc2cc(Cl)cc(Cl)c2)n1	-11%	-39%[inhibitor]	-28%	-35%	0	-1.3	?	-12%	6%
O=C1CC(N2CCN(C/C=C/c3ccccc3)CC2)C(=O)N1Cc1ccc(N2CCCC2=O)cc1 (stereo not given)	-8%	-8%[57.5 µM]	0%	-2%	.	0.5	0%	5%	-2%
Cc1ccccc1S(=O)(=O)c1c(C)cc(-c2ccccc2)[nH]c1=O	2%	-19%	-4%	9%	-4	-1.9	15%	0%	-4%
Cc1[nH]c2ccc(C(=O)OC(C)C(=O)N(C)c3ccccc3)cc2c1C (stereo not given)	28µM*	-47%	-2%	-26%	28	-1.1	?	-11%	7%
Clc1ccc(CNC23CN4CN(CN(C4)C2)C3)c(Cl)c1	21%	-19%	-1%	4%	-3	-1.4	0%	-1%	0%
O=C(C1CCC(N2C(=O)C3CC=CCC3C2=O)CC1)N1CCCCC1 (stereo not given)	4%	-2%[57.5 µM]	-10%	-1%	.	-2.5	11%	5%	-3%
COc1cc(OC)c(N(C)S(=O)(=O)c2cccc(C(=O)Nc3nc(C)cs3)c2)cc1Cl	-7%	-8%	8%	-10%	-2	0.2	?	7%	4%
CC1CCCCN1CCNC(=O)C1CCN(S(=O)(=O)N2CCCCC2)CC1 (stereo not given)	5%	?	-12%	57%[activator]	.	-1.0	-13%	-5%	-5%
Cc1ccc(CCNC(=O)CNS(=O)(=O)c2ccc3nc(C)sc3c2)cc1	10%	-7%	-15%	1%	0	-2.0	13%	-20%	4%
COc1ccccc1C(=O)N/C(=C\c1ccccc1)C(=O)NC(Cc1ccccc1)C(=O)O (stereo not given)	0%	-12%	1%	-9%	2	0.5	-11%	8%	0%
CC(C)C[C@H](NC(=O)c1nc[nH]c1C(=O)N1CCc2ccccc2C1)C(=O)OC(C)(C)C	-27%	-26%	-1%	3%	5	0.0	?	-16%	-1%
c1ccc(C2=NC(c3ccccc3)CC2)cc1 (stereo not given)	2%	-23%	-3%	2%	-2	4.5	-3%	-4%	9%
COC(=O)[C@@]1(Sc2ccc(C)cc2)CC(=O)N(c2cccc(SC)c2)[C@@H]1c1ccccc1	-21%	-57%[inhibitor]	-15%	-14%	11	-0.6	?	-16%	-10%
Cc1ccc(S(=O)(=O)N2CCCOC2CNC(=O)C(=O)NCCCn2ccnc2)cc1 (stereo not given)	-11%	i	-5%	-11%	0	0.5	0%	-2%	-2%
Cc1ccccc1OCC(=O)NCCc1nc2ccccc2[nH]1	-4%	i	-15%	-19%	-6	0.2	10%	4%	14%
CCOC(=O)c1cnc2c(C)c(Cl)ccc2c1N1CCOCC1	-13%	-4%	4%	1%	2	-0.3	7%	0%	0%
CC1CCc2cc(F)ccc2N1C(=O)CSc1nnc2c3cc(F)ccc3n(C)c2n1 (stereo not given)	-4%	i	1%	-10%	-1	-0.7	-1%	12%	14%
CC(C)n1cc(/C=C2/NC(=O)NC2=O)c2ccccc21	8%	i	-4%	-15%	-18	-1.2	4%	3%	18%
COc1ccccc1/C=C(/C(=O)OCC(=O)Nc1ccc(N(C)C)cc1)c1ccccc1	3%	3%	-19%	25%	4	0.3	?	-25%	3%
O=[N+]([O-])c1ccc(/C=[N+](\[O-])CCO)o1	1%	-16%	-1%	-13%	2	-1.2	18%	4%	2%
Cc1cccc(NC(=O)c2ccc3[nH]c(=O)c(=O)[nH]c3c2)n1	-5%	-11%	-2%	7%	-14	0.9	16%	-2%	-8%
CCOC(=O)N1CCC(NC(=O)CN2C(=O)CSc3ncccc32)CC1	0%	-25%	-16%	8%	-3	-1.6	-14%	3%	0%
O=C(NCc1ccco1)C1CCCN(S(=O)(=O)c2cccc3cccnc23)C1 (stereo not given)	2%	i	-7%	1%	-1	1.5	-5%	-4%	15%

Complete entries from above. Order of values: EPAC1 ag, PTHR1 ag, PLK1 PBD inh, HEK293 tox, PI5P4K alpha inh, IL2 activator, GLP-1R inv ag, EPAC1 antag, GLP-1R agonist
Shown for CC1CCc2cc(F)ccc2N1C(=O)CSc1nnc2c3cc(F)ccc3n(C)c2n1 (stereo not given) : -4%, i, 1%, -10%, -1, -0.7, -1%, 12%, 14%
Shown for O=[N+]([O-])c1ccc(/C=[N+](\[O-])CCO)o1 : 1%, -16%, -1%, -13%, 2, -1.2, 18%, 4%, 2%
Shown for CCOC(=O)c1cnc2c(C)c(Cl)ccc2c1N1CCOCC1 : -13%, -4%, 4%, 1%, 2, -0.3, 7%, 0%, 0%
Shown for Cc1cccc(NC(=O)c2ccc3[nH]c(=O)c(=O)[nH]c3c2)n1 : -5%, -11%, -2%, 7%, -14, 0.9, 16%, -2%, -8%
Shown for O=C(NCc1ccco1)C1CCCN(S(=O)(=O)c2cccc3cccnc23)C1 (stereo not given) : 2%, i, -7%, 1%, -1, 1.5, -5%, -4%, 15%
